TGFb inhibitor: qHTS for Inhibitors of TGF-b; hit rate 1.2% among 410,000; Potency, µM (series often up to 46.1 µM), inactives show at the top dose activity, negative = inhibition, hits mostly inhibitors; HepG2 CAGA-GFP TGF-b/SMAD3 reporter, GFP fluorescence, 18 h; TGF-beta stimulated, 500 pg/mL final; further: potency means the concentration at half of the fitted maximal effect; on the % scale 0 is the no-effect control and ±100 the full control effect; nearly all actives have a fitted effect of over 65% in size
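Cell-based qHTS in HEPG2 carrying a CAGA-GFP Smad reporter; compounds added before 500 pg/mL final TGF-beta, 18 h incubation at 37 degrees C, GFP fluorescence quantified per cell by imaging cytometry.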
A549 tox: Nrf2 qHTS screen for inhibitors: counterscreen for cytotoxicity | A549 ARE-Fluc cells, CellTiter-Fluor viability, 18-24 h | Potency, µM (series often up to 46 µM), without a hit: at the highest dose activity change, negative = cytotoxicity, most hits filed as inhibitors | hit rate 0.16% among 390,000 | AID 504648, 2011; further: potency means the concentration at half of the fitted maximal effect; on the % scale 0 is the no-effect control and ±100 the full control effect
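A549 ARE_Fluc cells in 5% FBS OPTI-MEM were exposed to compounds in concentration-response for 18-24 h at 37 deg C. Viability was read by CellTiter-Fluor fluorescence (Ex 405/Em 525) after 30 min, before the luciferase read.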
Abeta yeast res: qHTS for compounds that reverse cellular toxicity of Amyloid beta (A-beta) peptide in yeast: Primary Screen | yeast expressing A-beta42, growth rescue, OD600, 48 h; response scale: 0% DMSO, 100% iron-clioquinol control | Potency, µM (highest dose often 46.1 µM), for the others: at the top dose growth rescue, hits mostly activators | hit rate 0.063% among 410,000 | AID 1347071, 2019; further: potency means the concentration at half of the fitted maximal effect; nearly all actives have a fitted effect of over 55% in size
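Yeast A-beta toxicity model in growth medium with pinned compounds, 48 h at 30 C; growth read as absorbance at 600 nm. Normalized to FeCl3/clioquinol equimolar mix (positive) and DMSO (negative).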
Akt phos inh: HTS Assay for Inhibitors of Akt Phophorylation: Primary Screen; Neuro2A IGF-stimulated pAkt S473 HTRF, 20 min; hits give low values; activity change, % for hits at 50 µM; hit rate 0.32% among 360,000; in the data active means activity change below about -80%; inconclusive means mostly about -51% to -80%; further: on the % scale 0 is the no-effect control and ±100 the full control effect
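Neuro2A cells in DMEM with 0.5% FBS, overnight at 37 deg C, given compound at single 50 µM final, then IGF (6 nM final) for 20 min at 37 deg C. Lysed; phospho-Akt Ser473 by HTRF after 24 h, 665/615 ratio.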
CCT modulator: High-Throughput Screening for Modulators of Cytosolic Chaperonin Activity | purified chaperonin ATPase assay, HTRF ADP detection, 30 min | activity change, % (concentration not given with the values), hits read low | hit rate 0.3% among 360,000; in the data active means activity change below about -30%; further: on the % scale 0 is the no-effect control and ±100 the full control effect
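ATPase activity: ADP formed was measured by HTRF Transcreener (665/615 nm ratio) after 30 min at 37 deg C with 10 uM ATP. Compounds screened at one 76 uM concentration against 40 or 20 nM TRiC in Tris pH 7.4/KCl/MgCl2/DTT buffer.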
HepG2 tox: qHTS for Inhibitors of TGF-b: Cytotox Counterscreen | HepG2 CAGA-GFP viability, ATP luminescence, 18 h | Potency, µM (series often up to 46.1 µM), inactives show top-dose activity change, negative = cytotoxicity, most hits filed as cytotoxic | hit rate 0.76% among 410,000 | AID 588856, 2011; further: potency means the concentration at half of the fitted maximal effect; some results filed as inactive show a strong effect at the top dose
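CellTiter-Glo luminescence gave cytotoxicity after 18 hours at 37 degrees C. The cells were HepG2 CAGA-GFP in 1% FBS DMEM, stimulated with 500 pg/mL TGF-beta after compound addition. %Activity was normalised to no-cell wells (complete cell-killing) and DMSO (no toxicity), and curves were fitted and classified.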
Nrf2 block: Nrf2 qHTS screen for inhibitors; A549 ARE-Fluc reporter, luciferase luminescence, 18-24 h; Potency, µM (titrated, usually from 46 µM), for the others: top-dose activity change, negative = inhibition, most hits filed as inhibitors; AID 504444, 2011; hit rate 2.1% among 360,000; further: potency means the concentration at half of the fitted maximal effect; on the % scale 0 is the no-effect control and ±100 the full control effect; nearly all actives have a fitted effect of over 60% in size
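Reporter: ARE-Fluc in A549. Exposure: 18-24 h, 37 °C, 5% CO2, 5% FBS OPTI-MEM. Readouts: fluorescent cytotoxicity (CellTiter-Fluor), then luminescent Nrf2 signal after BugLite.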
Nrf2 activator: qHTS of Nrf2 Activators; AID 624171, 2012; Potency, µM (doses to about 46.1 µM), without a hit: at the highest dose activation, usual class: activators; AREc32 ARE-luciferase reporter (MCF7-derived line), luminescence, 24 h; hit rate 0.31% among 410,000; further: potency means the concentration at half of the fitted maximal effect; % of control where 0% means no effect; nearly all actives have a fitted effect of over 65% in size
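Cells of the AREc32 ARE-luciferase line are plated in OPTI-MEM containing 5% FBS and left overnight at 37 deg C. Compounds are pinned in, incubation continues 24 hr, and firefly luciferase signal is then measured.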
Mm-Cpn inhibitor: Inhibitors of TCP-1 ring complex (TRiC) of Methanococcus maripaludis (MmCpn): qHTS | Potency, µM (doses to about 76.9 µM), without a hit: at the highest dose activity, negative = inhibition, hits mostly inhibitors | hit rate 0.031% among 330,000 | purified Mm-Cpn ATPase, ADP Transcreener TR-FRET | Chaperonin Mm-Cpn (Methanococcus maripaludis); further: potency means the concentration at half of the fitted maximal effect; on the % scale 0 is the no-effect control and ±100 the full control effect; nearly all actives have a fitted effect of over 80% in size
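Measured: ADP formation by purified Mm-CPN. Conditions: 25 nM protein, 10 uM ATP, Tris pH 7.4 with Mg2+, K+ and DTT, 37°C for 30 min. Detection: Transcreener HTRF after 30 min at room temperature.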
Starred values were filed as active, the others as inactive; i = inactive; ? = inconclusive; · = no result given; & = joins results of further samples; [ ] = another dose, or the depositor's remark. Unless noted, the call rests on the fitted dose curve; in most records, active means well fitted curve in the direction sought with a large enough effect; inconclusive means small, poorly fitted or top-dose-only effect, or another doubt; inactive means no such curve, though single readings can be large; an effect the other way counts as inactive or inconclusive.

SMILES	TGFb inhibitor	A549 tox	Abeta yeast res	Akt phos inh	CCT modulator	HepG2 tox	Nrf2 block	Nrf2 activator	Mm-Cpn inhibitor
N=c1c2c(n(Cc3ccc(F)cc3)c3c1CCC3)CCC2	-20.5%	2.0%[1.84 µM]	2.8%	i	-2.3	-6.0%	?	-0.8%	-2.1%
c1ccc2nc(N3CCOCC3)cnc2c1	4.7%	-3.0%	16.1%	i	-1.5	1.9%	18.2%	2.8%	-0.3%
Cc1cc(C)cc(N(C)S(=O)(=O)c2nnc(NC(=O)C(C)C)s2)c1	-3.2%	-2.1%	-23.0%	i	-8.2	-14.6%	-2.6%	-0.6%	-6.9%
COc1ccc(C2(C)NC(=O)N(CC(=O)Nc3ccc4c(c3)CCC4)C2=O)cc1OC (centres undefined)	-3.2%	-3.2%	0.5%	i	-0.2	-19.3%	-33.2%	4.3%	-5.9%
CCC(=O)Nc1cc(SCCO)cc([N+](=O)[O-])c1	-0.4%	-0.8%	1.6%	-87.6%*	1.5	0.0%	?	0.6%	-1.1%
Cc1ccc(C(=O)N2CCC(Cc3ccccc3)CC2)cc1S(=O)(=O)N1CCOCC1	0.9%	0.4%	13.9%	i	-1.4	-31.0%	4.8%	4.1%	1.8%
COC(=O)C1=C(C)N(CCc2ccc(OC)c(OC)c2)C(=O)C1	1.7%	-0.1%	-7.3%	i	-1.1	-0.4%	-13.4%	0.4%	0.1%
Cc1cc(C(=O)NC2CCCc3ccccc32)ccc1[N+](=O)[O-] (centres undefined)	1.4%	-0.4%	-0.5%	i	-0.4	-5.9%	?	2.3%	-7.9%
O=C(Nc1ccc2nc(SCc3ccccc3)sc2c1)c1ccccc1F	-5.2%	-2.6%	-14.2%	·	·	-12.9%	-11.2%	0.3%	·
COc1ccc(CC(=O)NCC2CCCN(Cc3ccccc3OC)C2)cc1 (centres undefined)	-14.0%	-0.9%	3.5%	i	-4.4	3.5%	12.1%	0.5%	-4.6%
CC(C)N1C(=O)CCC1C(=O)NC1CCCC1 (centres undefined)	-0.2%	-4.8%	4.9%	i	1.0	9.4%	17.9%	0.5%	0.7%
CCOc1ccc(Oc2ccc(Cl)cc2NC(=O)CCNC(C)=O)cc1	-1.6%	6.2%	-6.6%	i	-1.8	-7.2%	-3.8%	0.1%	2.8%
CCn1nc(C)c(CN2CCN(Cc3ccc(OC)c(C)c3C)C(CCO)C2)c1C (centres undefined)	-2.3%	0.9%	1.5%	i	1.7	-13.1%	-0.7%	-0.7%	3.1%
Cc1c(C(=O)Nc2ccc(S(N)(=O)=O)cc2)oc2ccc(Cl)cc12	2.5%	-0.4%	-4.4%	i	-0.1	9.5%	11.1%	0.7%	-3.5%
O=C(CN1c2ccccc2Sc2ccccc21)NNC(=O)Nc1cccc(Cl)c1	?	-10.2%	8.4%	i	0.5	-52.8%	?	-0.1%	2.8%
CCOC(=O)[C@H]1[C@H]2COc3ccc(Cl)cc3[C@@H]2N2C(=O)CN(Cc3ccc(OC)cc3)C(=O)[C@@]12C	-2.4%	-4.5%	0.9%	i	-2.8	-4.0%	-3.9%	0.1%	0.2%
CC(=O)N/C(=N/c1nc(C)cc(C)n1)Nc1cccc(C)c1C	0.4%	7.9%	-15.1%	i	-2.2	-21.6%	-5.6%	-0.5%	0.1%
O=C(/C=C\Nc1cccc(F)c1)c1ccc2c(c1)OCO2	-7.2%	-3.3%	-77.1%[inhibitor]	i	-0.5	-38.5%	·	-2.6%	-0.1%
CC(C)(C)c1ccc(CN2C(=O)c3ccccc3S2(=O)=O)cc1	1.3%	9.8%	8.0%	i	-1.2	-18.2%	-6.0%	3.4%	1.6%
COc1cc(O)c(C(CCN2CCN(c3ccccc3)CC2)c2cc(OC)c(OC)c(OC)c2)c(OC)c1 (centres undefined)	?	-14.1%&-13.6%	5.9%	i	0.1	-6.3%&0.9%	19.6%&8.3%	10.5%	1.1%
O=C(NCCS(=O)(=O)N1CCN(C(=O)c2ccco2)CC1)c1ccccc1	5.4%	·	-1.2%	i	2.8	-0.2%	·	-1.7%	·
O=C(NCc1ccccc1)C(c1ccccc1F)N(CC1CCCO1)C(=O)c1ccccn1 (centres undefined)	-0.7%	-12.6%	2.5%	i	0.4	3.0%	-22.7%	2.6%	-0.3%
CC(C)(C)OC(=O)N1CCC[C@H]1C(=O)N1CCC[C@H]1C(=O)NCc1ccc(F)cc1F	·	·	-0.8%	i	-1.3	·	·	-1.1%	·
CC(=O)N1CCN(S(=O)(=O)c2ccc(F)c(Cl)c2)CC1	11.6%	-4.4%	4.9%	i	-5.8	31.7%	-7.1%	-0.2%	1.1%
C1CCN(CCC2CCCCN2)CC1 (centres undefined)	-3.2%	·	-9.4%	i	-0.9	0.4%	·	-0.3%	·
O=c1c2c(-c3cccs3)csc2ncn1/N=C/c1ccc(OC(F)F)cc1	-1.2%	?	19.5%	i	-3.4	-19.3%	9.2µM*	2.9%	0.1%
Nc1ncncc1-c1ccc2ccccc2c1	-14.3%	1.9%	-2.1%	i	0.6	1.0%	-4.4%	-0.4%	-0.8%
COc1cccc(NC(=O)c2cc(-c3ccc(C)o3)nc3ccccc23)c1	-20.0%	1.2%	7.7%	i	0.8	-34.6%	-11.5%	5.4%	-5.8%
OCCC1CN(C2CCN(c3ccccc3F)CC2)CCN1Cc1ccccc1 (centres undefined)	-15.3%	-1.1%	-4.0%	i	-2.6	-11.8%	13.0%	0.2%	-2.7%
COc1ccc2c(Cl)c(-c3nnc(SCC(=O)c4ccccc4)n3C)sc2c1	-14.1%	-12.2%	18.2%	i	1.8	-19.3%	?	-0.3%	-16.7%
O=C(c1ccco1)N1CCN(C(=O)c2cc(-c3ccccn3)nc3ccccc23)CC1	-1.5%	0.3%	0.7%	i	-27.7	-14.3%	-11.4%	0.7%	0.5%
CCOC(=O)N1CCN(C(=O)CSc2ccc(C(=O)OC)cc2[N+](=O)[O-])CC1	0.5%	-2.5%	-14.2%	i	-0.3	-11.6%	-0.2%	3.7%	1.0%
CCO[C@@H]1OC(C(=O)O)=C[C@H](c2ccc(Br)cc2)[C@H]1CCCO	-0.2%	0.4%	9.5%	i	0.2	-12.7%	16.3%	-0.3%	·
COc1cccc(C(=O)Nc2cccc(C(=O)OCc3cc(=O)n4nc(C(C)C)sc4n3)c2)c1	-6.0%	-8.0%	-8.1%	·	·	-1.6%	·	0.3%	·
Cc1ccnc(NC(=O)CC(c2ccccc2)c2ccccc2)n1	-1.0%	0.1%	28.5%	i	0.0	1.1%	-1.7%	-0.9%	0.3%
COc1cccc(Cn2cnc(-c3ccccc3OC)c2-c2cccs2)c1	·	·	-21.4%	i	1.1	·	·	3.6%	·
CCCS(=O)(=O)N1CCN(c2ccccn2)CC1	-16.0%	-0.8%	-11.9%	i	-1.3	4.4%	20.1%	-0.1%	1.4%
Fc1ccc(-c2noc3ncnc(NC4CCCCC4)c23)cc1	26.8%	2.9%	-23.4%	·	·	-9.1%	-24.7%	0.4%	·
O=C(Nc1ccc(-c2nc3ccc(NC(=O)c4cccs4)cc3[nH]2)cc1)c1cccs1	?	1.2%	6.6%	i	2.5	-50.6%	-21.8%	22.7%	-7.0%
COc1ccccc1C(=O)C1CCCN(C(=O)CN2CCCCC2=O)C1 (centres undefined)	2.5%	-3.6%	0.2%	i	0.9	15.4%	?	-0.1%	-0.9%
COc1ccc(C(C#N)N2N=C(C)CC2c2ccccc2)cc1OC (centres undefined)	6.8%	1.3%	1.5%	i	-1.5	-4.1%	14.2%	-0.1%	0.1%
O=C(COC(=O)c1cnccn1)c1cccc([N+](=O)[O-])c1	-5.3%	0.5%	4.9%	i	-0.2	4.9%	2.1%	-0.8%	-1.2%
COc1ccc(S(=O)(=O)c2nnn(-c3cccc(OC)c3)c2N)cc1	-0.9%	0.3%	3.9%	i	-0.2	-1.7%	-25.5%	0.3%	2.9%
CCCCCc1ccc(-c2ccc(/C=C/C(N)=O)cc2)nc1	-4.0%	1.9%	-2.9%	i	-2.3	2.2%	10.0%	-0.1%	0.2%
COCCn1c(C)cc(C2=NNC(=NC(C)(C)C)SC2)c1C	-2.2%	-2.4%	6.0%	i	1.2	-14.7%	?	0.4%	2.9%
Cc1sc2ncnc(N3CCC(C(=O)Nc4nc(-c5cccs5)cs4)CC3)c2c1C	?	-5.0%	8.5%	i	-1.0	-1.2%	28.6%	15.5%	-23.8%
O=C(CCC1COc2ccccc2O1)Nc1ccc(Cl)cn1 (centres undefined)	?	?	?	i	-5.4	-28.2%	?	2.7%	-0.7%

2 compounds from above, limited to TGFb inhibitor, Nrf2 block and A549 tox.
Molecule | TGFb inhibitor | Nrf2 block | A549 tox
CCO[C@@H]1OC(C(=O)O)=C[C@H](c2ccc(Br)cc2)[C@H]1CCCO | -0.2% | 16.3% | 0.4%
Cc1sc2ncnc(N3CCC(C(=O)Nc4nc(-c5cccs5)cs4)CC3)c2c1C | ? | 28.6% | -5.0%

Random draw from the library (roughly 4.3% active in at least one column).
